Shiga inhibitor: inhibitors of Shiga toxin in Vero cells; Vero cells, Shiga toxin protein synthesis inhibition reporter; inhibition, % at 38.7 µM; hit rate 9.2% among 290,000; AID 2315; in the data active = inhibition mostly above about 28%, no sharp cut-off; inactive = mostly below about 43%; note: 0% is about no effect
CHX counter: affects cycloheximide protein synthesis inhibition readout, counter-screen; cell reporter, cycloheximide protein synthesis inhibition counterscreen; max response, %; hit rate 12% among 300,000; in the data active = max response mostly above about 13%, no sharp cut-off; inactive = mostly below about 14%; note: read at 38.3 µM for the half of the compounds with a filed dose; 0% is about no effect
FBPA Giardia inh: blocks Giardia fructose-bisphosphate aldolase activity | Potency, µM (highest dose often 59.6 µM), inactives show top-dose activity, negative = inhibition, usual class: inhibitors | hit rate 0.71% among 290,000 | purified Giardia FBPA | A8B2U2; note: potency is the fitted concentration of half-maximal effect; % is set by controls: 0 for no effect and ±100 for the full control effect; nearly all actives have a fitted effect of over 55% in size
Target sequence (A8B2U2 whole entry, looked up): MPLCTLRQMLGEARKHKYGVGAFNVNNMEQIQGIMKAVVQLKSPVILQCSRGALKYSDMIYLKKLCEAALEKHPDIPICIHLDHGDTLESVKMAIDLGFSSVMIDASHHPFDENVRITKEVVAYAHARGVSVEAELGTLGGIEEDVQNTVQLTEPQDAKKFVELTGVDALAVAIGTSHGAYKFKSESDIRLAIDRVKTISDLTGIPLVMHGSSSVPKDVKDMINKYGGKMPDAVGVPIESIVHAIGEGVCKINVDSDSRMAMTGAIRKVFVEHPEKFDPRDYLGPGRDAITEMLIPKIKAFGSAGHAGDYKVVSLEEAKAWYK
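Giardia FBPA (40 nM reagent) was preincubated 10 min at RT with compound (up to 57.5 uM final), then substrate plus GAPDH/TPI/NAD/arsenate coupling system with diaphorase/resazurin was added; resorufin fluorescence (525/598 nm) was read after 20 min.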
Sm TGR inh: inhibitors of Schistosoma mansoni thioredoxin glutathione reductase. Q962Y6. purified TGR, DTNB reduction, TNB absorbance 405 nm. Potency, µM (doses to about 114 µM), for inactives: at the highest dose activity change, negative = inhibition, usual class: inhibitors. hit rate 3% among 360,000. AID 485364; note: potency is the fitted concentration of half-maximal effect; % is set by controls: 0 for no effect and ±100 for the full control effect; nearly all actives have a fitted effect of over 60% in size
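Kinetic colorimetric format: TGR-catalysed, NADPH-driven DTNB reduction monitored via TNB absorbance. Enzyme dispensed at 20 nM; compound exposure 15 min at room temperature before reaction start.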
Pf growth 96h: P. falciparum growth inhibition at 96 hour, primary screen for plastid delayed-death inhibitors | P. falciparum luciferase reporter growth, 96 h | Potency, µM (highest dose often 28.7 µM), for the others: at the top dose activity change, negative = inhibition, hits mostly inhibitors | hit rate 6.9% among 320,000; note: potency is the fitted concentration of half-maximal effect; % is set by controls: 0 for no effect and ±100 for the full control effect
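Delayed-death screen, second-generation endpoint: infected erythrocytes, 2% hematocrit, 0.05% parasitemia final; 96 hours at 37 C, 5% CO2; luciferase detection reagent; luminescence decrease equals reduced growth.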
Pf growth 48h: P. falciparum growth inhibition at 48 hours (one generation); hit rate 5.9% among 310,000; Potency, µM (highest dose often 28.7 µM), for the others: top-dose activity change, negative = inhibition, hits mostly inhibitors; P. falciparum luciferase growth in erythrocytes, 48 h; note: potency is the fitted concentration of half-maximal effect; % is set by controls: 0 for no effect and ±100 for the full control effect
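Erythrocytes infected with P. falciparum carrying an integrated firefly luciferase reporter (2% hematocrit, 0.1% parasitemia final) were exposed to compounds in RPMI 1640 with 0.5% Albumax at 37 C, 5% CO2. Growth inhibition was scored as reduced luminescence.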
Numbers without * were called inactive; ? = inconclusive; . = not tested or not shown; & = joins results of further samples; [ ] = remark or other dose. Unless noted, calls come from the whole dose curve; as a rule, active = well fitted curve in the direction sought with a large enough effect; inconclusive = small, poorly fitted or top-dose-only effect, or another doubt; inactive = no such curve, though single readings can be large; an effect the other way counts as inactive or inconclusive. This is a random part of the collection. Share with any hit: about 24%.

SMILES	Shiga inhibitor	CHX counter	FBPA Giardia inh	Sm TGR inh	Pf growth 96h	Pf growth 48h
Cc1ccc(/C=N/NC(=O)COc2ccc(Cl)c(C)c2)o1	-4	-4	-10%	-3%	54%[activator]	-1%
CCOC(=O)/C=C/[C@H]1CC(c2ccccc2)(c2ccccc2)CO1	.	.	.	-4%	?	?
Cc1nc(-c2ccc(Cl)cc2)sc1C(=O)CBr	52*	24*	-1%	40µM*	47%[activator]	-12%
Cc1cc(C)nc(NC(=O)c2c(-c3ccccc3Cl)noc2C)n1	-12	-1	10%	-13%	?	22%
COc1ccc(-c2csc(NC(=O)COC(=O)c3ccco3)n2)cc1	43*	50*	-12%	?	259%[activator]	137%[activator]
Cc1cccc(NC(=O)COC(=O)COc2ccc3c(c2)CCC3)c1	.	.	.	-15%	15%	-10%
CCCc1ccc(Oc2cc(Cl)nc(N)n2)cc1	-40	16*	1%	5%	?	78%[activator]
Nc1c(N2CCCC2)cc(Cl)c2nonc12	-15	-8	?	56µM*	?	?
CCCCn1c(N)c(N(CCOC)C(=O)C2CC(=O)N(c3ccc(CC)cc3)C2)c(=O)[nH]c1=O (stereo unspecified)	.	.	.	4%	5%	-7%
CCN(CC(=O)Nc1ccc(NC(C)=O)cc1)C(=O)CCCc1nc2ccccc2s1	.	.	.	-3%	?	-23%
COc1ccc(NC(=O)Cn2cnc3sc(C)c(S(=O)(=O)N4CCN(C)CC4)c3c2=O)cc1OC	4	4	2%	1%&-1%	22%	-1%
CCNC(=S)N(CCc1ccccc1C)Cc1cc2cc(OC)c(OC)cc2[nH]c1=O	-7	-4	1%	1%	?	?
Cc1cccnc1NC(=O)c1ccc(C(=O)c2ccccc2)cc1	.	.	.	4%	54%[activator]	43%[activator]
COc1cccc(N2CC(C(=O)NCc3n[nH]c(=O)c4ccccc34)CC2=O)c1 (stereo unspecified)	.	.	.	3%	0%	-13%
Cc1c(C(=O)NCc2ccccc2CN2CCCC2)oc2c(F)cccc12	.	.	.	-9%	?	13µM*
COC(=O)C1=C(c2ccc(OC(F)(F)F)cc2)C[C@@H]2CC[C@H]1N2C(=O)NCCc1ccccc1	.	.	.	15%	?	3.7µM*
CCc1csc(CNC(=O)C2CCC(=O)N(Cc3cccc(F)c3)C2)n1 (stereo unspecified)	-25	-2	.	-1%	5%	12%
O=C(CSc1nc2ccccc2s1)N1CCN(C(=O)c2ccco2)CC1	21	6	13%	-17%	?	-11%
COC(=O)C1=C(C)N(CCCC(=O)O)C(=O)NC1c1cc2c(cc1[N+](=O)[O-])OCO2 (stereo unspecified)	-10	-3	?	-29%	4%	16%
CN(C)C(=O)C12CCC(C)(C(=O)C1Br)C2(C)C (stereo unspecified)	14	-2	2%	-9%	0%	6%
NC(N)=NNC(=O)c1ccccc1Cl	1	1	-7%	0%	?	5%
COCCNc1ncnc2c1cnn2Cc1ccccc1Cl	-8	-2	-2%	22%	2%	14%
CCOc1ccccc1-c1nnc2n1N=C(c1cc(OC)ccc1OC)CS2	2	7	-8%	.	.	.
CCOC(=O)CN(C)Cc1cn[nH]c1-c1ccc2cc(OC)ccc2c1	20	20	9%	-1%	?	3%

Fetched by compound from the entries so far:
SMILES	Shiga inhibitor	CHX counter	FBPA Giardia inh	Sm TGR inh	Pf growth 96h	Pf growth 48h
O=C(CSc1nc2ccccc2s1)N1CCN(C(=O)c2ccco2)CC1	21	6	13%	-17%	?	-11%
COC(=O)C1=C(C)N(CCCC(=O)O)C(=O)NC1c1cc2c(cc1[N+](=O)[O-])OCO2 (stereo unspecified)	-10	-3	?	-29%	4%	16%
COc1cccc(N2CC(C(=O)NCc3n[nH]c(=O)c4ccccc34)CC2=O)c1 (stereo unspecified)	.	.	.	3%	0%	-13%
COC(=O)C1=C(c2ccc(OC(F)(F)F)cc2)C[C@@H]2CC[C@H]1N2C(=O)NCCc1ccccc1	.	.	.	15%	?	3.7µM*
CCc1csc(CNC(=O)C2CCC(=O)N(Cc3cccc(F)c3)C2)n1 (stereo unspecified)	-25	-2	.	-1%	5%	12%

The list continues:
SMILES	Shiga inhibitor	CHX counter	FBPA Giardia inh	Sm TGR inh	Pf growth 96h	Pf growth 48h
COc1ccc(CCNC(=O)Cn2cnc3c(nnn3Cc3ccc(C)cc3)c2=O)cc1OC	-1	-4	-4%	-12%	?	2%
O=C(NCC1CCN(Cc2ccccc2Cl)CC1)Nc1cccc(Cl)c1	-4	10	1%	.	1.7µM*	?
Cn1nc(-c2ccc(N3CCCCC3)c(NC(=O)c3ccco3)c2)c2ccccc2c1=O	-8	1	-9%	10%	.	?
CC1CCCCN1C(=O)CSc1nc2ccccc2n1CC(=O)N1CCc2ccccc21 (stereo unspecified)	3	5	1%	1%	42%[activator]	?
O=Cc1ccc(-c2nc3ccccc3s2)o1	61*	29*	-2%	.	41%[activator]	101%[activator]
CC(=O)N1CCN(c2nnnn2-c2ccccc2)CC1	4	-1	5%	-12%	-38%	.
Cc1ccc(-c2nn(-c3ccccc3)cc2/C=N/NS(=O)(=O)c2ccccc2)cc1	39	36*	-5%	6%	?	?
Cc1ccc(Cc2nnc(SCC(=O)Nc3ccc(C)cc3C)[nH]c2=O)cc1	.	.	.	-3%	31%[activator]	11%
CC1(C)CC(=O)c2sc(NC(=O)CCS(=O)(=O)c3ccccc3)nc2C1	16	30*	9%	-13%	-24%	8%
S=c1[nH]nc(COc2ccccc2)n1/N=C/c1ccccc1Br	-10	-1	18%	-5%	35%[activator]	33%[activator]
COC(=O)c1oc2ccc(Br)cc2c1NC(=O)CCCN1C(=O)c2ccccc2C1=O	10	8	2%	-9%	-19%	0%
CCOCCn1c(CN2CCN(C(c3ccccc3)c3ccccc3)CC2)nc2c1c(=O)n(C)c(=O)n2C	5	-4	7%	-4%	-10%	1.5µM*
COc1ccc2c(CN3CC=C(c4ccccc4)CC3)cc(=O)oc2c1	22	29*	0%	?	?	?
COc1cc(C(=O)N2CCCc3ccccc32)c([N+](=O)[O-])cc1OC	-22	-1	-11%	4%	20%	-12%
COc1ccc2cc(C(c3nnnn3CC3CCCO3)N3CCOCC3)c(=O)[nH]c2c1 (stereo unspecified)	-2	-3	-7%	-8%	6%	5%
CC12CCC(C(=O)N(Cc3ccccc3)Cc3ccccc3)(OC1=O)C2(C)C (stereo unspecified)	2	-4	4%	11%	?	.
CCCCc1ccc(N=N/C(C(=O)Nc2ccccc2OC)=C(/C)O)cc1	7	-2	5%	1%	0%	11%
COc1cccc(C(C(=O)NC2CCCC2)N(Cc2ccccc2OC)C(=O)c2ccco2)c1 (stereo unspecified)	-2	-3	-4%	-2%	19%	?
CC1CC(C)CN(C(=S)SCc2nc(N)nc(Nc3ccccc3)n2)C1 (stereo unspecified)	21	-1	-7%	0%	?	?
COc1ccc(-c2noc(CN(C)S(=O)(=O)c3ccc(C)cc3)n2)cc1	-4	-3	-1%	6%	?	13%
Cc1ncc(CO)c(CNc2ccc(-c3nc4ccccc4[nH]3)cc2)c1O	28	16*	8%	-17%	-24%	?
Cn1c(=O)[nH]c(=O)c2c1nc(N1CCCC1)n2CCSc1nc2ccccc2[nH]1	-4	-1	-1%	-3%	12%	.
Nc1nonc1-c1noc(-c2ccccc2Br)n1	38*	30*	-1%	-10%	?	41%[activator]
O=C1C2CCN(CC2)[C@@H]1Cc1ccc2ccccc2c1O	40*	33*	?	-20%	0%	0%
COc1ccc(NC(C)=O)cc1NC(C)c1nc2sc(C)c(C)c2c(=O)[nH]1 (stereo unspecified)	4	-3	8.9µM*	-1%	?	?
Cc1cccc(-n2c(=O)c3ccccc3n3c(=S)[nH]nc23)c1C	11	-8	0%	-1%	15%	-1%
COc1cc(CCCN2C(=O)C(=O)NC[C@@H]2C(C)O)cc(OC)c1OC (stereo partly specified)	-11	-2	4%	4%	-10%	47%[activator]
N/C(CSc1nc(-c2ccccc2)c(-c2ccccc2)o1)=N\O	-9	-2	0%	0%	22%	7%
O=C(CN1C(=O)NC2(CCCC2)C1=O)N1CCN(c2ccccc2O)CC1	.	.	.	-3%	0%	-11%
O=C1NCCCC2c3c(cc(Br)c(O)c3Br)OC12N1CCCCC1 (stereo unspecified)	10	-2	-14%	22µM*	.	-15%
Cc1cc(C)c(C#N)c(N2CCN(c3ccc(F)cc3)CC2)n1	-7	-3	13%	-73%	1%	22%
O=C(NC1=NCCS1)c1cc(-c2cccnc2)nc2ccccc12	2	0	0%	0%	-25%	?
Cc1ccccc1-c1nc(CS(=O)(=O)CC(=O)NCCCN2C(C)CCCC2C)c(C)o1 (stereo unspecified)	-6	-2	3%	-14%	?	?
CC(C(=O)NCCS(=O)(=O)c1ccc(Cl)cc1)S(=O)(=O)c1ccccc1 (stereo unspecified)	3	5	1%	-27%	-3%	?
CC(C)CN1C(=O)/C(=C(/C#N)C(=O)NC2CCCCC2)c2ccccc21	3	8	-12%	1%	?	-19%
Nc1nncn1C(=O)CCc1ccccc1	20	9.3*	-4%	2%	.	14%
Cc1ccc(O)c(C(=O)c2cnc3c(c2)c(C)nn3-c2ccccc2)c1	15	-1	4%	4%	-10%	0%
O=C(c1cn(-c2ccccc2)nc1-c1ccc(F)cc1)N1CCOCC1	23	16	17%	-12%	10%	-4%
CC(C)[C@@H]1NC(=O)c2cc([N+](=O)[O-])cc(I)c2NCC[C@@H](C(N)=O)NC(=O)[C@H](CO)NC1=O	-19	-4	-4%	-20%	-13%	0%
O=C(Nc1ccccc1NS(=O)(=O)c1ccc(F)cc1)C1CCCC1	12	9	4%	11%	-5%	15%
COc1ccc2c(c1)SCC(=O)N2C	51	-3	6%	-8%	-5%	1%
CC12CC3(C)CC(C)(C1)CC(C(=O)NC(=S)N1CCCC1)(C2)C3	2	-5	10%	1%	?	6.6µM*
COc1ccccc1C(=O)Nn1c(-c2cccs2)nc2ccccc2c1=O	-5	3	-1%	-7%	?	9%
O=C(CN1CCCCC1)N1CCCc2c1c(=O)oc1ccc(OCc3ccccc3)cc21	-10	-3	-3%	-8%	-105%	-14%
O=C(O)C1Nc2c(C(=O)N3CCOCC3)cccc2C2C=CCC12 (stereo unspecified)	-11	-6	?	?	0%	-10%
COc1ccccc1Nc1nc(N)nc(CN2CCCCC2)n1	27	8	-4%	3%	-8%	-25%
O=C(NC1CCCCC1)C(c1ccco1)N(C(=O)c1csnn1)C1CCCC1 (stereo unspecified)	14	21	-2%	-2%	-31%	?
COc1ccc(C2(C(=O)NCCN3CCOCC3)CCOCC2)cc1	-5	1	0%	2%	.	-8%
CCCN1CCC(=O)N(CCN=[N+]=[N-])CC1	-5	-3	1%	-1%	-7%	19%
CCN(CC)S(=O)(=O)c1ccc(C(=O)OCC(=O)c2ccc3c(c2)NC(=O)CO3)cc1	10	-2	4%	-8%	0%	0%
Cn1c(=O)c2c(nc(SCc3cccnc3)n2Cc2ccccc2)n(C)c1=O	-13	-3	-20%	0%	.	?
[O-][n+]1c2ccc3nonc3c2nn1-c1ccccc1Cl	-7	1	1%	-4%	-15%	12%
COc1ccccc1N(CC(=O)NCCN1CCOCC1)S(=O)(=O)c1ccc(C)cc1	.	.	.	-3%	1%	11%
COc1cccc(CN2CC(C(=O)N(C)CCc3ccccc3)CCC2=O)c1 (stereo unspecified)	15	-1	17%	-9%	14%	10%
O=C(NCN1C(=O)C2C3C=CC(C3)C2C1=O)Nc1ccccn1 (stereo unspecified)	1	-3	16%	2%	-19%	-23%
O=C(CCCN1C(=O)/C(=C/c2cccs2)SC1=S)NNC(=O)c1ccccc1O	-10	-1	2%	-15%	3.3µM*	9%
